Screening results from PubChem BioAssay.
Chronic BCR inh: chronic active BCR signaling inhibition; ABC-DLBCL IkBa-CBG/CBR reporter, luminescence ratio, 4 h; Potency, µM (highest dose often 46.1 µM), for inactives: top-dose ratio change, negative = lower green/red ratio, actives largely listed as inhibitors; 340,000 compounds, 0.05% hits; AID 493014; active = well fitted inhibition curve with a large enough effect in the signal ratio, with a control signal flat, not every such curve was filed as active; inconclusive = small, poorly fitted or top-dose-only effect, or effect the other way, or a change in a side signal; the % refers to the signal ratio;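 note: potency is the fitted concentration of half-maximal effect; plate controls were basal doxycycline-induced cells for no effect and cells given 10 µM MG132 for full effect; MG132 reads +100%, hits lower the ratio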
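Cell line TMD8 (human ABC DLBCL), stably expressing tet-inducible CBG68-IkBa fusion and CBR; IMDM/0.5% FBS; cpd up to 46 uM; dox induction, 4 h, 37C/5% CO2; dual luminescence; green/red ratio; MG132 control.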
PKM2 act: activators of human pyruvate kinase M2. purified PKM2, Kinase-Glo ATP luminescence, activation; response scale: 0% is enzyme alone, no compound. Potency, µM (top dose mostly 57.5 µM), without a hit: at the highest dose activation, hits mostly activators. 260,000 compounds, 0.34% hits; note: potency is the fitted concentration of half-maximal effect; % is set by controls: 0 for no effect and ±100 for the full control effect; nearly all actives have a fitted effect of over 55% in size
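ATP formation by purified human PK-M2, quantified via coupled luciferase luminescence after 1 h at room temperature with 0.1 mM ADP and 0.5 mM PEP final.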
TSHR antagonist: human thyrotropin receptor antagonism. P16473. TSHR-expressing cells, TSH-stimulated cAMP HTRF, 2 h; hits give low values. activity change, negative = inhibition, % at 11.5 µM. 330,000 compounds, 0.2% hits. AID 504810;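 active = activity change below a set negative limit, meaning inhibition stronger than a set level, cut at about -70% in these data; inconclusive = activity change between two set negative limits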; note: % is set by controls: 0 for no effect and ±100 for the full control effect
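Antagonism was scored as loss of TSH-driven cAMP in TSHR cells, stimulated with 4nM TSH (EC80) for 2 hours at 37 deg C and detected by homogeneous HTRF competition immunoassay.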
S-ASM inh: human S-ASM enzyme inhibition | placental ASM, HMU-PC fluorogenic substrate, 60 min | P17405 | Potency, µM (top dose mostly 57.5 µM), without a hit: at the highest dose activity change, negative = inhibition, actives largely listed as inhibitors | 340,000 compounds, 0.006% hits; note: potency is the fitted concentration of half-maximal effect
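Human placenta-derived ASM enzyme was preincubated with compound for 10 minutes at room temperature, then given fluorogenic substrate HMU-PC0 (9 uM final) for 60 minutes at 37 °C; a pH 10 stop preceded fluorescence reading at Ex 386/Em 447 nm.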
GALK inhibitor: blocks human galactokinase activity; 270,000 compounds, 0.007% hits; Purified GALK, Kinase-Glo residual ATP luminescence; Potency, µM (doses to about 57.5 µM), inactives show at the top dose activity change, negative = inhibition, actives largely listed as inhibitors; P51570; note: potency is the fitted concentration of half-maximal effect; % is set by controls: 0 for no effect and ±100 for the full control effect
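Quantitative HTS: GALK 5 nM, ATP 35 uM, galactose 100 uM, 1 h room temperature, then luciferase-based ATP detection.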
Eya2 phos inh: Eya2 (human) phosphatase inhibition; 330,000 compounds, 0.006% hits; Potency, µM (doses to about 76.9 µM), inactives show at the highest dose activity, negative = inhibition, most hits filed as inhibitors; recombinant Eya2, OMFP fluorescence dephosphorylation (OMFP is methylfluorescein phosphate); note: potency is the fitted concentration of half-maximal effect; % is set by controls: 0 for no effect and ±100 for the full control effect
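Eya2 protein (added as 0.2 uM solution) was preincubated with compound for 10 min at ambient temperature in 50 mM HEPES pH 7.5, 50 mM NaCl, 5 uM MgCl2, 0.05% BSA, 1 mM DTT. OMFP (added at 50 uM) then reacted 10 min; fluorescence read at 485/525 nm.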
Mito fusion yeast: blocks mitochondrial division or promotes mitochondrial fusion; Potency, µM (highest dose often 46.1 µM), for inactives: top-dose growth rescue (activation), usual class: activators; 320,000 compounds, 0.23% hits; S. cerevisiae fusion-defective mutant growth rescue, CellTiterGlo 48 h;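 note: potency is the fitted concentration of half-maximal effect; % of control where 0% means no effect; nearly all actives have a fitted effect of over 45% in size; temperature-sensitive fusion mutants such as fzo1-1 at 37 °C on non-fermentable ethanol glycerol medium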
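S. cerevisiae fusion-defective temperature-sensitive mutants (e.g. fzo1-1, mgm1-5) grown 48 h at 37C in YPEG (ethanol/glycerol non-fermentable) medium with 23 nl compound per well; growth rescue read as CellTiterGlo luminescence.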
KCNH2 WT inh: blocks the wildtype human KCNH2 potassium channel. activity change, % at 1.84 µM. U2OS, BacMam KCNH2, thallium flux FluxOr; hits give low values. 340,000 compounds, 0.37% hits. Q12809;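 active = maximum activity change below -70%; inconclusive = maximum activity change between -70% and -50%; inactive = maximum activity change above -50%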; note: % is set by controls: 0 for no effect and ±100 for the full control effect
Target sequence (Q12809 whole entry, looked up): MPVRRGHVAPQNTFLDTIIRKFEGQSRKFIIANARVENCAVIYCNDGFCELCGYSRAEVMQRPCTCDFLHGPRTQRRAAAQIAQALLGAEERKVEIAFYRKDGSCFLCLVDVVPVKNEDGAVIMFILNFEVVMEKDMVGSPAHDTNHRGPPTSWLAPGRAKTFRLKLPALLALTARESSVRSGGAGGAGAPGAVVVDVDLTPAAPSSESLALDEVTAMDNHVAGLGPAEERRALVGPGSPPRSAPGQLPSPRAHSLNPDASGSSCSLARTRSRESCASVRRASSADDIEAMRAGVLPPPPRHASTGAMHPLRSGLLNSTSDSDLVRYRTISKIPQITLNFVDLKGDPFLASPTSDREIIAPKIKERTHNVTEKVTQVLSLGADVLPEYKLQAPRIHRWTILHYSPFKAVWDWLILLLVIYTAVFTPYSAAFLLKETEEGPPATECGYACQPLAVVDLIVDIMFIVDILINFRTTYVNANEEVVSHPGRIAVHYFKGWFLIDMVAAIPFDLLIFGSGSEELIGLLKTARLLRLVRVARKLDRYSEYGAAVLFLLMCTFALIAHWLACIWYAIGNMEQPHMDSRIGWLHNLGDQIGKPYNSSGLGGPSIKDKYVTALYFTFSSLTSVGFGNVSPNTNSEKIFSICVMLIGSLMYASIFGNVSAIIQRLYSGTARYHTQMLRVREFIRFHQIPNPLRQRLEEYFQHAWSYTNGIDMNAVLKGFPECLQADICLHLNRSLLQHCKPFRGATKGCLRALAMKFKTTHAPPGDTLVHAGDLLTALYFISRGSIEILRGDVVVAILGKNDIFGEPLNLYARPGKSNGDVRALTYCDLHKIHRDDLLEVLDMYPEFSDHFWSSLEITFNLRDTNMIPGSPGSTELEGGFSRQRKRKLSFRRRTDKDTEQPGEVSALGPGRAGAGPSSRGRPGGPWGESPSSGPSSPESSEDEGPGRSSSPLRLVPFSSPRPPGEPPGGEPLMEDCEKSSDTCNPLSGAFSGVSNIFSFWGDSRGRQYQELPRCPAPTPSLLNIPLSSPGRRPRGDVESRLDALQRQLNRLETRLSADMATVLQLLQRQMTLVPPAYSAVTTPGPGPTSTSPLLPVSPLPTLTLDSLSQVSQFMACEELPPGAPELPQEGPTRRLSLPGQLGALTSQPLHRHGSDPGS
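U2OS cells transduced with wild-type KCNH2 virus are loaded with FluxOr dye for 45 min, and thallium flux is measured in kinetic reads before and after stimulation buffer. Rate constants are normalized to DMSO controls.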
MBNL1 CUG block: MBNL1-poly(CUG) RNA binding inhibition; TR-FRET MBNL1-His/biotin-(CUG)12 binding, 665/545 ratio; 280,000 compounds, 0.036% hits; Potency, µM (doses to about 57.5 µM), for the others: at the top dose activity change, negative = inhibition, most hits filed as inhibitors; Q9NR56; AID 2675; active = well fitted inhibition curve with a large enough effect in the signal ratio, with a control signal flat, not every such curve was filed as active; inconclusive = small, poorly fitted or top-dose-only effect, or effect the other way, or a change in a side signal; inactive = no such curve, though single readings can be large or run the other way; the % refers to the signal ratio; note: potency is the fitted concentration of half-maximal effect; % is set by controls: 0 for no effect and ±100 for the full control effect
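Compounds (final 92 nM to 58 uM) are added to His-tagged MBNL1 and biotin-(CUG)12, then terbium anti-His antibody and streptavidin-XL665 (5 nM final). After 60 min at room temperature, the 665/545 nm ratio is read.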
USP2a block: USP2a (human) protease inhibition; AID 463254; O75604; USP2 core, Ub-CHOP2 coupled fluorogenic reporter, 485/531; Potency, µM (highest dose often 38.3 µM), for inactives: at the highest dose activity change, negative = inhibition, usual class: inhibitors; 330,000 compounds, 0.01% hits;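 note: potency is the fitted concentration of half-maximal effect; plate controls were DMSO wells for no effect and full inhibition by NEM control for full effect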
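USP2 core (10nM final) preincubated 30min RT with compound in 20mM Tris-HCl pH 8.0, 2mM CaCl2, 2mM beta-mercaptoethanol, 0.05% CHAPS; 25nM Ub-CHOP2 plus 25nM reporter substrate added, fluorescence (Ex485/Em531) read after 60min.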
Menin-MLL TR inh: menin-MLL binding inhibition, Texas Red mutant peptide; O00255; Menin + Texas Red MLL mutant peptide, fluorescence polarization; Potency, µM (series often up to 61.6 µM), without a hit: at the top dose FP activity change, negative = inhibition, hits mostly inhibitors; 270,000 compounds, 0.23% hits; AID 1768; active = well fitted inhibition curve with a large enough effect in the polarisation, with a control signal flat, not every such curve was filed as active; inconclusive = small, poorly fitted or top-dose-only effect, or effect the other way, or a change in a side signal; inactive = no such curve, though single readings can be large or run the other way; the % refers to the polarisation; note: potency is the fitted concentration of half-maximal effect; % of control where 0% means no effect; many of its hits are not listed in these tables
* marks the source's active call; other numbers are inactive results; u = inconclusive; x = not tested or not shown; [ ] = dose if it differs, or a comment. Unless noted, calls come from the whole dose curve; as a rule, active = well fitted curve in the direction sought with a large enough effect; inconclusive = small, poorly fitted or top-dose-only effect, or another doubt; inactive = no such curve, though single readings can be large; an effect the other way counts as inactive or inconclusive. Some of the compounds tested (hit frequency here may not be typical).

SMILES | Chronic BCR inh | PKM2 act | TSHR antagonist | S-ASM inh | GALK inhibitor | Eya2 phos inh | Mito fusion yeast | KCNH2 WT inh | MBNL1 CUG block | USP2a block | Menin-MLL TR inh
O=C(O)c1c(-c2ccccc2)c2oc3ccccc3c2[nH]c1=O | u | -2% | 4 | 264%[activator] | 3% | 13% | -2% | -1 | u | 1% | 6%
CCCCCOc1ccc(NC(=O)C(=O)NCCCn2ccnc2)cc1 | 9% | 0% | 7 | -3% | -3% | 1% | -1% | 14 | 4% | 1% | x
Cc1cc(C)n2nc(C(=O)OCC(=O)Nc3ccc(C)c(S(=O)(=O)N4CCOCC4)c3)nc2n1 | -8% | x | -4 | 3% | x | -1% | x | -3 | x | -2% | x
Cc1nn(CC(=O)NC2CCC(C)CC2)c(C)c1[N+](=O)[O-] (stereo not drawn) | 2% | x | 18 | 5% | x | 14% | 1% | 9 | x | 0% | x
O=C(CNC(=O)c1cccc(Br)c1)N/N=C/c1cccs1 | -4% | 2% | -13 | -1% | 0% | 2% | 1% | 3 | 12% | 0% | 1%
CC(Sc1nc(-c2ccccc2)cc(C(F)(F)F)n1)C(=O)N1CCC(C(N)=O)CC1 (stereo not drawn) | 2% | 11% | 23 | -4% | -3% | -5% | 5% | 9 | 3% | -1% | 1%
CCOC(=O)C1=C(O)C(=O)N(C2CCCCC2)C1 | 7% | -1% | -1 | 4% | 4% | -2% | 0% | -2 | -4% | 3% | x
COc1ccc(CNC(=O)C[C@H]2C(=O)N(CCc3ccccc3)C[C@@H]2Cc2ccccc2)cc1 | u | 1% | -9 | -5% | x | -13% | 10% | -8 | 17% | -5% | 6%
CCOC(=O)c1c(C)[nH]c(NC(=O)Nc2ccc(NC(C)=O)cc2)c1C | 0% | x | 0 | 0% | x | -16% | 9% | 3 | 0% | 0% | 21%
O=C(Nc1ccc(Cl)c([N+](=O)[O-])c1)C(NCCCO)c1ccccc1 (stereo not drawn) | -1% | 3% | 1 | 3% | 2% | -3% | -1% | -17 | u | 5% | 14%
N#CCCn1nnc(-c2ccccc2F)n1 | u | -1% | -1 | 3% | 1% | 10% | -1% | -10 | -8% | 1% | -2%
C=CCOc1ccc(/C(O)=C2\C(=O)C(=O)N(CCCOC)C2c2ccc(O)c(OC)c2)cc1 (stereo not drawn) | 0% | -1% | -8 | -1% | -3% | -2% | 0% | -7 | -3% | 2% | 0%
CC(=O)Nc1ccc(S(=O)(=O)Nc2nc3ccccc3nc2N2CCc3ccccc3C2)cc1 | 1% | -3% | 2 | 58%[activator] | 0% | 2% | 26% | -4 | x | -6% | -8%
C=CCNC(=O)CN(CCc1ccccc1)S(=O)(=O)c1ccccc1 | -2% | x | 3 | 12% | 1% | -3% | -2% | -1 | 4% | 2% | -21%
O=C(c1ccco1)N(Cc1ccccc1)Cc1ccccn1 | u | 8% | 11 | 3% | -1% | 6% | 6% | 0 | -2% | 3% | -11%
Cn1c(SCc2c(F)cccc2Cl)nc2ccccc2c1=O | -4% | x | -14 | -13% | x | 1% | 2% | -9 | x | -4% | x
Cc1c(-c2ccc(/C=N/NC(=O)C(=O)Nc3ccccc3F)o2)cccc1[N+](=O)[O-] | 0% | -4% | -4 | 0% | x | -3% | 0% | -3 | u | 20% | x
NNC(=O)c1ccc(COCC(F)(F)F)cc1 | 8% | -1% | -4 | 2% | -4% | -22% | 16% | -2 | x | 2% | x
CCOC(=O)c1oc2ccccc2c1COC(=O)CNC(=O)c1cc(OC)c(OC)c(OC)c1 | -10% | x | -1 | -7% | x | -16% | 5% | -10 | x | 1% | x
O=C(ONC1=NCCCCC1)c1ccc([N+](=O)[O-])cc1 | u | 7% | -5 | 1% | -6% | -6% | -4% | -1 | u | 3% | -3%
Cc1c(C(=O)NCC2CCCO2)oc2ccc(S(=O)(=O)N3CC(C)CC(C)C3)cc12 (stereo not drawn) | 3% | 1% | -8 | -7% | 1% | 19% | 2% | -11 | 3% | 3% | -2%[11.7 µM]
CCSc1nnc(NC(=O)C2CCN(S(=O)(=O)c3c(C)c(C)cc(C)c3C)CC2)s1 | -1% | 5% | 4 | x | 1% | -2% | 1% | x | -12% | 1% | -5%
Cc1ccc(S(=O)(=O)N(C)C)cc1-n1c(SCC(=O)N(C)C)nc2ccccc2c1=O | -4% | 1% | 2 | -7% | 5% | 12% | 4% | -12 | -2% | 2% | 0%
O=C(Nc1ccc2c(c1)OCO2)C1CCN(C(=O)c2ccc(Cl)cc2)CC1 | 5% | -8% | -3 | -5% | 5% | 0% | -8% | 9 | -10% | 1% | u
CCOC(=O)c1cc(CC)sc1NC(=O)COc1ccc2c(C)cc(=O)oc2c1 | -5% | -1% | 17 | 147%[activator] | 2% | 2% | -7% | -1 | x | 4% | -4%
CCOc1ccc(NC(=O)CN2C(=O)c3ccccc3C2=O)cc1 | 2% | 0% | -11 | 2% | -3% | 6% | -2% | x | 4% | -2% | -6%
Cc1ccc(CNC(=O)N2CCN(C)CC2)cc1 | 5% | 12% | 22 | -3% | 1% | 1% | 7% | -15 | -15% | 5% | u
NC(=O)c1ccsc1NC(=O)COC(=O)Cc1ccccc1Cl | u | x | -29 | 0% | x | 13% | 3% | 0 | x | 0% | x
Cc1ccc(NC(=O)c2ccc(-n3cncn3)c([N+](=O)[O-])c2)cc1 | -5% | -2% | -5 | -1% | 2% | 2% | 1% | 1 | u | 0% | 19%
CCCCNC(=O)c1cc2c(-c3ccc(Cl)cc3)nn(C)c2s1 | -19% | -5% | -9 | -24% | 1% | 10% | -1% | -10 | -1% | -1% | 22%
CCOc1ccc(N2C(=O)CC(NCCc3c[nH]c4ccccc34)C2=O)cc1 (stereo not drawn) | 2% | 2% | 11 | -2% | 3% | -2% | -1% | x | -1% | -3% | -1%
CC(=O)Nc1c(-c2ccccc2Cl)c(=O)c2ccccc2n1C | 0% | x | 14 | 2% | x | 5% | -32% | 3 | -5% | 3% | 5%
Cc1ccc2occ(/C=N/NC(=O)c3ccncc3)c(=O)c2c1 | -5% | 2% | 0 | 3% | 2% | 5% | -3% | 18 | 1% | -2% | 2%
C=CC[C@@H](CC(=O)N[C@H](CO)Cc1ccccc1)C(=O)NC[C@H](OC(=O)[C@@H](CC=C)Cc1ccc(F)cc1)c1ccccc1 | 5% | x | -40 | 4% | x | 1% | x | 2 | x | 2% | x
CCCc1ccc(C(=O)CN2C(=O)C(=O)N(C3CCCC3)C2=O)cc1 | 0% | x | -4 | -9% | x | -6% | 1% | 4 | x | -1% | x
O=C(NO)c1ccc(OC(F)F)cc1 | u | 1% | 17 | -7% | -3% | 5% | -3% | -8 | 4% | 1% | -4%
COc1cc(OC)c(C2N(c3cc(C)on3)C(=O)C3CCCN32)cc1OC (stereo not drawn) | -1% | 3% | 23 | 12% | -1% | 6% | 2% | 15 | 11% | 2% | 4%
O=C1CCCc2[nH]c3cccc(/C(=C/c4ccccc4)c4ccccc4)c3c21 | u | 1% | -18 | -3% | x | -7% | 8% | 3 | -6% | 3% | u
O=C(CSc1nnc(COc2ccc(Cl)cc2)o1)N1CCOCC1 | -1% | -9% | 3 | 3% | 3% | -6% | 21% | -7 | -13% | -4% | 1%
Cc1c(-c2csc(N)n2)cnn1C | -11% | 4% | -3 | 2% | -1% | 21% | -3% | 5 | x | 5% | 1%
CC(=O)NCC1CCCN(Cc2cn(-c3ccccc3)nc2-c2ccc3c(c2)OCO3)C1 (stereo not drawn) | -4% | -5% | 5 | 6% | 7% | 7% | 3% | 10 | -1% | 1% | -14%
O=C(CCl)c1ccc2c(c1)CCN2C(=O)C1CCCCC1 | u | 0% | 2 | -2% | 0% | -1% | -38%[inhibitor] | -1 | -3% | -1% | -8%
CCN(CC)S(=O)(=O)c1ccc2c(c1)c(C(=O)O)cn2C | u | -4% | 8 | -2% | 0% | 4% | 0% | -3 | -11% | 0% | -8%
